D2 antag: antagonizes the human D2 dopamine receptor; P14416; HEK293 TREx D2 cells, calcium flux, dopamine EC80; inhibition, % at 10 µM; hit rate 2% among 340,000; in the data active = inhibition above about 30%; note: 0% is about no effect
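In this primary screen, negative modulation is detected by tracking calcium flux after an EC80 dopamine challenge in inducible HEK293 T-REx D2 cells preexposed to test compound for 180 s.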
IDH1 R132H inh: blocks human mutant IDH1 R132H enzyme; O75874; IDH1-R132H enzyme, NADPH consumption, diaphorase/resazurin fluorescence; Potency, µM (titrated, usually from 76.6 µM), for the others: at the highest dose activity change, negative = inhibition, most hits filed as inhibitors; hit rate 0.093% among 390,000; AID 602179; note: potency is the fitted concentration of half-maximal effect; % is set by controls: 0 for no effect and ±100 for the full control effect; nearly all actives have a fitted effect of over 65% in size
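IDH1-R132H (0.5 ug/mL dispensed) in pH 7.5 Tris buffer was preincubated 30 min with compound, then given a substrate mix of 0.016 mM NADPH and 2 mM alpha-KG for 80 min at room temperature; remaining NADPH was read by diaphorase/resazurin fluorescence.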
TRHR enhancer: allosterically enhances the human TRH receptor; P34981; TRHR cells, fluo-8 calcium fluorescence, EC20 TRH enhancement; enhancement, % at 2 µM; hit rate 0.66% among 360,000; in the data active = enhancement above about 30%; note: 0% is about no effect
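TRHR-expressing cells loaded with fluo-8 calcium dye were read kinetically (ex 480/em 530) during compound addition, then stimulated with an EC20 of TRH (10 nM final). Enhancement of the Gq-mediated intracellular calcium response was scored.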
TRHR agonist: activates the human TRH receptor; P34981; TRHR cells, calcium flux fluo-8, FDSS agonist mode; activation, % at 2 µM; hit rate 0.18% among 360,000; AID 493084; in the data active = activation above about 30%; note: 0% is about no effect
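TRHR-expressing cells loaded with fluo-8 calcium dye; 23 nL library compound pin-transferred, kinetic FDSS fluorescence (Ex 480/Em 530) recorded about 180 s for agonist-induced calcium release, before a 10 nM TRH EC20 addition for potentiator mode.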
D2 ag: activates the human D2 dopamine receptor; P14416; HEK293 T-REx D2 cells, calcium flux agonist mode; activation, % at 2 µM; hit rate 0.53% among 340,000; AID 485358;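 active = activation over 3 SD above normal in the single-dose calcium agonist read, cut at about 30% in these data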; note: 0% is about no effect
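In this primary screen, compounds producing a positive calcium signal within 180 s of addition to tetracycline-induced, force-coupled HEK293 Trex D2 cells are flagged; cells are dye-loaded with a no-wash calcium kit beforehand.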
TrxR1 substrate: substrates of rat thioredoxin reductase 1; purified TrxR1 substrate turnover, NADPH consumption readout; O89049; hit rate 0.01% among 390,000; AID 588456; Potency, µM (series often up to 114 µM), for inactives: at the top dose activity change, negative = substrate turnover; note: potency is the fitted concentration of half-maximal effect; % is set by controls: 0 for no effect and ±100 for the full control effect; nearly all actives have a fitted effect of over 50% in size
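Rat TrxR1, dispensed at 90 nM, was prereduced with 400 uM NADPH (final) for 5 min at ~22 deg C, then incubated with compound 15 min before 400 uM selenite. A first-read NADPH fluorescence drop versus no-compound background flagged substrates.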
Pin1 inhibitor: human Pin1 inhibition | Q13526 | Pin1 FP peptide displacement, HiFluor488, 10 min | Potency, µM (highest dose often 115 µM), for the others: at the top dose activity, negative = inhibition, most hits filed as inhibitors | hit rate 0.009% among 390,000 | AID 504891; active = well fitted inhibition curve with a large enough effect in the polarisation, with a control signal flat, not every such curve was filed as active; inconclusive = small, poorly fitted or top-dose-only effect, or effect the other way, or a change in a side signal; inactive = no such curve, though single readings can be large or run the other way; the % refers to the polarisation; note: potency is the fitted concentration of half-maximal effect; % is set by controls: 0 for no effect and ±100 for the full control effect
Target sequence (Q13526 whole entry, looked up): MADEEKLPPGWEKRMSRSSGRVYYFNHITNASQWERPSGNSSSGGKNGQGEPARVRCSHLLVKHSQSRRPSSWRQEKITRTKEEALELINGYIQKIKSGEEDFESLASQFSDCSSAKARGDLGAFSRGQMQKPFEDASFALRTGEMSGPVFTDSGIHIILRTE
rTrxR1 inhibitor: blocks rat thioredoxin reductase 1; O89049; recombinant rTrxR1, NADPH fluorescence consumption, selenite substrate; Potency, µM (doses to about 114 µM), for the others: at the highest dose activity change, negative = inhibition, most hits filed as inhibitors; hit rate 1% among 390,000; AID 588453; note: potency is the fitted concentration of half-maximal effect; % is set by controls: 0 for no effect and ±100 for the full control effect; nearly all actives have a fitted effect of over 65% in size
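Rat TrxR1 (90 nM in the dispensed reagent) was pre-reduced with 400 uM NADPH for 5 min at room temperature, then incubated with compound for 15 min. After 400 uM selenite was added, NADPH fluorescence (Ex 340/Em 450 nm) was followed for 8 min.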
USP1 inh: inhibitors of human USP1/UAF1 deubiquitinase; Potency, µM (series often up to 57.1 µM), for the others: at the highest dose activity change, negative = inhibition, actives largely listed as inhibitors; hit rate 0.23% among 390,000; recombinant USP1/UAF1, Ub-Rhodamine cleavage fluorescence; note: potency is the fitted concentration of half-maximal effect; % is set by controls: 0 for no effect and ±100 for the full control effect; nearly all actives have a fitted effect of over 60% in size; inactives centre near -12
Target sequence (O94782 whole entry, looked up): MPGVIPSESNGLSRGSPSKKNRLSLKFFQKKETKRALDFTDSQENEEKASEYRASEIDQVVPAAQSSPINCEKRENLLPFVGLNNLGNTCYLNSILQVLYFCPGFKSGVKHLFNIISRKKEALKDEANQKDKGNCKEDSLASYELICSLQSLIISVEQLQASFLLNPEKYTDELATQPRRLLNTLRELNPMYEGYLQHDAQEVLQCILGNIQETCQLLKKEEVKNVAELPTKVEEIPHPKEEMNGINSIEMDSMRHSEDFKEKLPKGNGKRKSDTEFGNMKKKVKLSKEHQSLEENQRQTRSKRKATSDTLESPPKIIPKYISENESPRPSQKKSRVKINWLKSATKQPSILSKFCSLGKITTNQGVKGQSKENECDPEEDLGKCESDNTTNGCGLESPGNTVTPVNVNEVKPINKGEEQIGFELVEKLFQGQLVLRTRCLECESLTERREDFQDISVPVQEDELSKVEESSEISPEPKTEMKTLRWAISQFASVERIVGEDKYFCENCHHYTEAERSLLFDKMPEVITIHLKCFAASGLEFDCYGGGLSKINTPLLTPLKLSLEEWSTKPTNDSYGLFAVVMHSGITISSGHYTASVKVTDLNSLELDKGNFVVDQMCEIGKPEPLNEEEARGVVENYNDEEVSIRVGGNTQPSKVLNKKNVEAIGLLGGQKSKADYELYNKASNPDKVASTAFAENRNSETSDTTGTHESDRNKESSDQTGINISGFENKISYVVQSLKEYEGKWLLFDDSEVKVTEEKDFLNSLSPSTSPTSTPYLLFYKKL
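USP1/UAF1 complex at 1 nM was preincubated with compound for 15 min at room temperature, then Ub-Rho substrate (150nM final) was added. Fluorescence (480/540 nm) was read kinetically, 6 reads every 60 seconds.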
An asterisk follows results filed as active; ? = inconclusive; . = no result given; [ ] = dose if it differs, or a comment. Unless noted, calls come from the whole dose curve; as a rule, active = well fitted inhibition curve with a large enough effect; inconclusive = small, poorly fitted or top-dose-only effect; inactive = no such curve, though single readings can be large or run the other way.

Compound,TRHR agonist,TrxR1 substrate,D2 ag,USP1 inh,Pin1 inhibitor,D2 antag,rTrxR1 inhibitor,TRHR enhancer,IDH1 R132H inh
Cc1ccc(C(=O)N2CCCC(N3CCN(c4ccccc4C)CC3)C2)c(=O)[nH]1 (configuration not stated),-0.1,-8%,-0.1,-24%,.,2,-17%,7,-5%
Cc1ccccc1C(=O)NCCCNC(=O)c1ccccn1,-1.8,3%,-1.7,-19%,-8%,2,28%,3,-6%
CCOc1ccc(CCN2C(=O)c3cccnc3C2=O)cc1OCC,0.6,-14%,.,-20%,0%,.,-22%,-2,7%
O=C(COc1ccc2c3c(c(=O)oc2c1)CCCC3)N1CCN(c2ccccc2)CC1,0.0,1%,-0.1,-23%,-3%,-12,20%,11,3%
Cc1csc2nc(-c3cccc(NC(=O)c4c(F)cccc4F)c3)cn12,0.6,4%[57.1 µM],0.5,?,2%,.,18%[57.1 µM],0,4%
O=C(CN1C(=O)/C(=C/c2cccc(Cl)c2)SC1=S)NC1C=CS(=O)(=O)C1 (configuration not stated),-0.2,6%,-0.4,-6%,2%,-8,14%,3,1%
Cc1ccc(NC(=O)Cn2cc(S(=O)(=O)c3ccc(F)cc3)c(=O)c3cc(F)ccc32)cc1,-1.1,12%[57.1 µM],-0.8,-7%,21%,-11,8%[57.1 µM],3,-2%
CCCc1nc(SCC(=O)NNC(=O)C2CCCCC2)c2ccccc2n1,-0.4,6%,0.3,-4%,-3%,1,8%,5,-4%

Three structures out of the list, sorted by molecular weight, lowest first.
Compound,TRHR agonist,TrxR1 substrate,D2 ag,USP1 inh,Pin1 inhibitor,D2 antag,rTrxR1 inhibitor,TRHR enhancer,IDH1 R132H inh
Cc1ccccc1C(=O)NCCCNC(=O)c1ccccn1,-1.8,3%,-1.7,-19%,-8%,2,28%,3,-6%
Cc1csc2nc(-c3cccc(NC(=O)c4c(F)cccc4F)c3)cn12,0.6,4%[57.1 µM],0.5,?,2%,.,18%[57.1 µM],0,4%
CCCc1nc(SCC(=O)NNC(=O)C2CCCCC2)c2ccccc2n1,-0.4,6%,0.3,-4%,-3%,1,8%,5,-4%

The results go on.
Compound,TRHR agonist,TrxR1 substrate,D2 ag,USP1 inh,Pin1 inhibitor,D2 antag,rTrxR1 inhibitor,TRHR enhancer,IDH1 R132H inh
CC(=O)c1c(C)[nH]c(C(=O)COC(=O)CN(C)S(=O)(=O)c2ccc(Cl)cc2)c1C,-0.1,-9%,0.5,-4%,-4%,-1,0%,-7,0%
COc1ccccc1-c1nc2ccccc2nc1-c1ccccc1OC,-0.9,-12%,-1.1,-20%,-2%,10,-14%,-24,2%
Cc1cc(NC(=O)Cn2cnc3c(cnn3C(C)(C)C)c2=O)no1,-0.1,-2%,1.1,4%,-5%,-4,-2%,-3,0%
C[n+]1ccc(/C=C/c2c[nH]c3ccc(F)cc23)cc1,-0.5,-14%,-1.4,28µM*,?,-9,-9%,9,5%
Fc1ccccc1/C=N/n1c(C2CCCCC2)n[nH]c1=S,-0.6,0%,1.1,-27%,-1%,8,2%,-8,0%
Cc1ccc(CN(C(=O)COc2ccc(F)cc2)C2CCS(=O)(=O)C2)o1 (configuration not stated),-0.4,-2%,0.3,1%,-3%,.,1%,2,.
CC(=O)NC(N1CCCCC1)C(F)(F)C(F)(F)C(F)(F)C(F)F (configuration not stated),0.0,-1%,0.2,5%,-3%,3,15%,12,7%
OC(COc1ccc2ccccc2c1)CN1CCCC1 (configuration not stated),0.0,9%,0.3,-9%,1%,1,32%[57.1 µM],-14,3%
CC(C)(C)c1ccc(NC(=O)Nc2ccc3ccccc3n2)cc1,0.3,2%,-0.2,-12%,1%,3,14%,-1,15%
CC(C)(C)NC(=O)c1ccc2c(c1)C(=O)N(Cc1ccco1)C2=O,0.0,-1%,0.2,-2%,2%,1,-7%,0,-2%
COc1ccc(C2=NC(c3ccncc3)=Nc3ccc(Br)cc3N2)cc1,-0.9,-6%,2.1,-22%,-16%,.,14%,0,.
O=C(NCC(c1ccc2c(c1)OCO2)N1CCOCC1)c1cccc(Cl)c1 (configuration not stated),-1.0,2%[57.1 µM],0.4,0%,-2%,.,4%[57.1 µM],-5,14%
CN(Cc1ccon1)Cc1cn(C)nc1-c1ccc2c(c1)OCCO2,-0.2,9%[57.1 µM],0.4,-7%,-8%,-11,15%[57.1 µM],-15,-2%
C=CCNC(=O)c1ccccc1NC(=O)Nc1ccccc1,-0.4,5%,-0.1,-5%,-2%,-3,3%,-1,-3%
CCc1ccc(NC(=O)CCn2cnc3ccccc3c2=O)cc1,-0.5,2%[57.1 µM],-0.5,-11%,3%,.,20%[57.1 µM],4,1%
CN1CCC(N(C)S(=O)(=O)c2ccc(NC(=O)COc3ccc(F)cc3Cl)cc2)CC1,1.0,-2%,0.4,-18%,1%,-2,12%,4,-4%
CC(C)(C)OC(=O)NCc1ccc(CNC(=O)c2nc[nH]c2C(=O)N2CCN(C(=O)OC(C)(C)C)CC2)cc1,-0.1,9%[57.1 µM],0.2,?,-5%,2,13%[57.1 µM],-7,1%
O=C(CN1CCN(Cc2ccc(F)cc2)CC1)Nc1ccccc1F,0.4,6%,-1.0,-19%,3%,-18,12%,3,0%
CCCCN(C(=O)C1CSC2(C)CCC(=O)N12)c1c(N)n(CC(C)C)c(=O)[nH]c1=O (configuration not stated),2.3,1%,-0.6,6%,20%,0,10%,-2,12%
O=c1[nH][nH]c(-c2ccccc2)c1C=Nc1ccccc1,-0.4,-4%,0.0,-16%,9%,10,-1%,-1,1%
COc1ccc(S(=O)(=O)NCc2ccccn2)cc1Cl,0.3,-4%[11.4 µM],0.3,-1%,-5%,-19,-16%[57.1 µM],2,2%
COc1ccc(NS(=O)(=O)c2ccc(S(=O)(=O)N3CCOCC3)cc2)cc1,1.9,6%[57.1 µM],2.9,-1%,-4%,2,8%[57.1 µM],2,0%
COCCn1c(SCC(=O)NC2CCCC2)nc2ccccc2c1=O,0.4,-1%,-0.1,-15%,8%,13,6%,-5,8%
COC(=O)c1ccccc1COn1c(=O)c(C)[n+]([O-])c2ccccc21,-0.2,9%,0.9,-16%,-3%,1,3%,-3,5%
CC(C)(C)c1ccc(Cn2nnc3c(=O)[nH]c(C4CCN(C(=O)c5ccco5)CC4)nc32)cc1,0.1,-9%,-1.0,-18%,-4%,2,-7%[57.1 µM],6,?
CCOc1ccc(OCCN2CCCCC2)cc1,0.5,8%,-0.5,-14%,-1%,5,14%,6,6%
CCOc1cccc(N2C(=O)CC(N3CCC(C(N)=O)(N4CCCCC4)CC3)C2=O)c1 (configuration not stated),0.5,2%,0.1,-15%,0%,-4,-9%,-2,8%
Cc1cc(C)c(S(=O)(=O)n2cnc(C)c2)c(C)c1,0.1,4%[57.1 µM],0.6,-3%,0%,.,11%[57.1 µM],0,-17%
Cc1cccc(NS(=O)(=O)c2ccc(NC(=O)N3CCCCC3)cc2)c1,1.2,-4%,-0.1,-13%,-2%,-5,-9%,4,8%
COc1ccc(CCNC(=O)C(=O)NCC2OCCCN2S(=O)(=O)c2cc(C)ccc2C)cc1 (configuration not stated),-0.4,8%,0.8,-3%,-2%,14,11%,-1,4%
COc1ccc(OCCOc2ccc(/C=C3\C(=N)N4N=C(C)SC4=NC3=O)cc2)cc1,-0.1,1%,-0.8,-14%,-1%,-4,15%,0,10%
O=C1C=C(c2ccc3c(c2)OCCO3)C[C@@H](c2ccc(F)cc2)C1,-0.1,-7%,-1.1,-17%,-3%,21,16%,7,2%
c1ccc(-c2ccc(OCCN3CCOCC3)cc2)cc1,0.2,1%,0.2,-20%,-5%,-14,-16%,0,-3%
COc1ccc(C(c2oc(CO)cc(=O)c2O)c2oc(CO)cc(=O)c2O)cc1OC,0.4,-4%,0.9,-11%,0%,10,-9%,3,0%
CCOC(=O)c1cccc(NC(=O)c2ccc(NC(=O)c3ccco3)cc2)c1,0.3,6%,-0.5,-13%,7%,0,27%,15,-14%
Cc1ccc(S(=O)(=O)NCCCC(=O)C=[N+]=[N-])cc1,0.1,6%,0.1,-20%,-12%,2,15%,2,-1%
CC(OC(=O)CCN=C1NS(=O)(=O)c2ccccc21)C(=O)NCc1ccccc1 (configuration not stated),0.2,-5%,-0.1,?,-5%,-6,-4%,3,3%
CCCCSc1nc(-c2cccc(OC)c2)nc2c1Cc1c(CO)cnc(C)c1O2,0.7,-4%,0.5,-18%,16%,.,?,9,-1%
CC1CN(C(=O)/C=C/c2ccc(SC(F)F)cc2)CC(C)O1 (configuration not stated),-0.8,2%[57.1 µM],-1.4,-20%,5%,-4,7%[57.1 µM],6,-5%
CC(C)(C)OC(=O)C1C(=O)CC(C)(O)C(C(=O)OC(C)(C)C)C1c1ccco1 (configuration not stated),0.4,-7%,0.3,-19%,3%,-6,13%[57.1 µM],-1,10%

Screening data deposited in PubChem BioAssay by National Center for Advancing Translational Sciences (NCATS).

This is a subset; rates above refer to the full screens.
